NPC1 promoter act: qHTS Assay for NPC1 Promoter Activators; AID 485313, 2010; Potency, µM (highest dose often 9.22 µM), for inactives: at the top dose activation, actives largely listed as activators; Huh7 NPC1 promoter luciferase reporter, 24 h; 2.4% of 320,000 active;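 further: % of control where 0% means no effect; nearly all actives have a fitted effect of over 60% in size; reporter is driven by a mutant NPC1 promoter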
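Readout is luciferase luminescence, reflecting NPC1 promoter activation in stably transfected Huh7 cells after 24 h compound exposure at 37 °C in reduced-serum medium with 10% FBS.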
Rab9 promoter act: qHTS Assay for Rab9 Promoter Activators. AID 485297, 2010. Huh7 Rab9 promoter-luciferase reporter, luminescence, 24 h. 2.8% of 320,000 active. Potency, µM (titrated, usually from 9.22 µM), inactives show at the highest dose activation, negative = inhibition, actives largely listed as activators; further: % of control where 0% means no effect; nearly all actives have a fitted effect of over 60% in size
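Luciferase signal after 10 min detection reagent at ambient indicates Rab9 promoter upregulation; stably transfected Huh7 cells were treated 24 h with compound in DMSO at 37 °C, 5% CO2.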
ELG1 genotox: qHTS screen for small molecules that induce genotoxicity in human embryonic kidney (HEK293T) cells expressing luciferase-tagged ELG1; HEK293T ELG1-luciferase reporter, luminescence, 16 h; Potency, µM (titrated, usually from 46 µM), inactives show at the highest dose activity change, positive = activation, hits mostly activators; 1.3% of 330,000 active; AID 504466, 2011; further: % of control where 0% means no effect; nearly all actives have a fitted effect of over 60% in size
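Step 1: seed 2,000 HEK293T ELG1-luciferase cells per well. Step 2: add compound or DMSO, incubate 16 hr at 37 °C. Step 3: ONE-Glo, 30 min at room temperature, read luminescence.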
FLuc counter: qHTS profiling assay for firefly luciferase inhibitor/activator using purifed enzyme and Km concentrations of substrates (counterscreen for miR-21 project); Luciferin 4-monooxygenase (Photinus pyralis), P08659; purified FLuc, Km substrates, luminescence inhibition; Potency, µM (doses to about 57.5 µM), for inactives: at the top dose activity change, negative = inhibition, usual class: inhibitors; 6.9% of 360,000 active; AID 588342, 2011;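 further: plate controls were vehicle for no effect and reference inhibitor for full effect; nearly all actives have a fitted effect of over 55% in size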
Target sequence (P08659 whole entry, looked up): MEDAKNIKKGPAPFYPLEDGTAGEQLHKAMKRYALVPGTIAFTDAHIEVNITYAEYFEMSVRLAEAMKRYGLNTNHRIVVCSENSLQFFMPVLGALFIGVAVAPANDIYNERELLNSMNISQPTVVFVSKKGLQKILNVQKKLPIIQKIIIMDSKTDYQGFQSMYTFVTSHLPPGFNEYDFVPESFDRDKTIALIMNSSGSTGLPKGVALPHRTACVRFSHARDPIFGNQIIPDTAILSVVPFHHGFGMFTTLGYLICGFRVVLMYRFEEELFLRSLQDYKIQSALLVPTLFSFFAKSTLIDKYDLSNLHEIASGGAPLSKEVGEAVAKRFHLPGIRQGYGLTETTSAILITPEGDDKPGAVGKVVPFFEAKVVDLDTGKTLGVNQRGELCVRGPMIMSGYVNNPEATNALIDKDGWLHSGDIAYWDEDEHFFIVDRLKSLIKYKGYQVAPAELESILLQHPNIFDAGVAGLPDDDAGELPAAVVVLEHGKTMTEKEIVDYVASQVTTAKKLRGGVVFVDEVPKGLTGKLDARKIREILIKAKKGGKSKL
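Purified P. pyralis luciferase, 10 nM final, with Km-level 10 uM D-luciferin and 10 uM ATP in 50 mM Tris acetate pH 7.5, 10 mM Mg acetate, 0.01% Tween-20, 0.05% BSA; 6-point qHTS titration about 60 µM downward; luminescence read.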
VP16 counter: VP16 counterscreen qHTS for inhibitors of ROR gamma transcriptional activity; Drosophila S2 Gal4-VP16 UAS-luciferase, luminescence, 20 h; Potency, µM (top dose mostly 53.6 µM), without a hit: top-dose activity, negative = inhibition, hits mostly inhibitors; 3.5% of 310,000 active; AID 2546, 2010;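 further: Gal4-VP16 expression switched on by copper sulfate through the metallothionein promoter; on the % scale 0 is the no-effect control and ±100 the full control effect; nearly all actives have a fitted effect of over 50% in size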
p53 reactivator: qHTS assay for re-activators of p53 using a Luc reporter; H1299 p53-A138V BP100-luciferase reporter, luminescence, 24 h; Potency, µM (doses to about 92.2 µM), for inactives: at the highest dose activity change, positive = activation, most hits filed as activators; 0.063% of 320,000 active; further: % of control where 0% means no effect; nearly all actives have a fitted effect of over 45% in size
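H1299 (p53-null), stable ts p53-A138V + BP100-Luc; 1000 cells/well, Opti-MEM/10% FBS; cpd 4 pt, 1:5; 24 h, 37 deg C, 5% CO2; detection reagent 10 min RT; luminescence.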
uPA surface inh: qHTS for Inhibitors of Cell Surface uPA Generation; cell surface uPA generation assay, qHTS; Potency, µM (top dose mostly 38.3 µM), without a hit: at the highest dose activity change, negative = inhibition, most hits filed as inhibitors; 0.31% of 330,000 active; active means well fitted inhibition curve with a large enough effect; inconclusive means small, poorly fitted or top-dose-only effect; inactive means no such curve, though single readings can be large or run the other way; tested in mouse RAW 264.7 cells; further: on the % scale 0 is the no-effect control and ±100 the full control effect; nearly all actives have a fitted effect of over 55% in size
MBNL1 CUG block: qHTS Assay for Inhibitors of MBNL1-poly(CUG) RNA binding; Potency, µM (highest dose often 57.5 µM), for inactives: at the highest dose activity change, negative = inhibition, usual class: inhibitors; Muscleblind-like protein 1 (Homo sapiens), Q9NR56; AID 2675, 2010; TR-FRET MBNL1-His/biotin-(CUG)12 binding, 665/545 ratio; 0.036% of 280,000 active; active means well fitted inhibition curve with a large enough effect in the signal ratio, with a control signal flat, not every such curve was filed as active; inconclusive means small, poorly fitted or top-dose-only effect, or effect the other way, or a change in a side signal; inactive means no such curve, though single readings can be large or run the other way; the % refers to the signal ratio; further: on the % scale 0 is the no-effect control and ±100 the full control effect
Target sequence (Q9NR56 whole entry, looked up): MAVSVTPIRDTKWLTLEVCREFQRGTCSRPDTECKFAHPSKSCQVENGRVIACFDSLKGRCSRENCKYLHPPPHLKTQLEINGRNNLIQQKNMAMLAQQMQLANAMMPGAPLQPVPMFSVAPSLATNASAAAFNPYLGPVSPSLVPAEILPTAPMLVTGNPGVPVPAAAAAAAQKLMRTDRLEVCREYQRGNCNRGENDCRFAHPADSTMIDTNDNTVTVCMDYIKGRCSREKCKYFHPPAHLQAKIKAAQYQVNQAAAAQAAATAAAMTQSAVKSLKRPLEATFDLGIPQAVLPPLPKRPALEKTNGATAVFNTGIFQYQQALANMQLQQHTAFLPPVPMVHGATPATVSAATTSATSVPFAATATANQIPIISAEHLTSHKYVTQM
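Compound titration spanned 92 nM–58 uM against the MBNL1-His/biotin-(CUG)12 complex. After 60 min at room temperature with 5 nM streptavidin-XL665 and 0.055 ng/ul terbium anti-His, ratiometric 665/545 nm emission (Ex 340 nm) normalized to controls.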
BRCA1 expr act: qHTS Assay to Identify Small Molecule Activators of BRCA1 Expression; MCF7-BRCA1-FFLuc reporter, luminescence, 48 h; response scale: scaled: vehicle 0%, 10 µM genistein 100%; 1.1% of 380,000 active; Potency, µM (highest dose often 46.1 µM), without a hit: at the highest dose activation, actives largely listed as activators; further: nearly all actives have a fitted effect of over 80% in size; some results filed as inactive show a strong effect at the top dose
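Luminescence from a BRCA1-driven firefly luciferase in MCF7 cells was the read-out, taken 15 min after substrate addition following 48 h compound exposure at 37 °C. Data were normalized to a 10 microM genistein control and DMSO vehicle.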
RORg inh: qHTS for inhibitors of ROR gamma transcriptional activity | Potency, µM (top dose mostly 53.6 µM), for inactives: top-dose activity change, negative = inhibition, most hits filed as inhibitors | 5.4% of 310,000 active | Nuclear receptor ROR-gamma (Mus musculus), P51450 | Drosophila S2 Gal4-RORgamma UAS-luciferase reporter, 20 h; further: on the % scale 0 is the no-effect control and ±100 the full control effect; nearly all actives have a fitted effect of over 60% in size
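Drosophila S2 cells stably expressing Gal4-DBD/mouse RORγ fusion under metallothionein promoter plus UAS-luciferase; compound 1 h, then 700 uM CuSO4 induction for 20 h at ambient temperature; inhibition read as reduced luminescence.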
* hit, by the source's call; ? = inconclusive; nt = not tested or not shown; & = joins results of further samples; [ ] = remark or other dose. Unless noted, the call rests on the fitted dose curve; in most records, active means well fitted curve in the direction sought with a large enough effect; inconclusive means small, poorly fitted or top-dose-only effect, or another doubt; inactive means no such curve, though single readings can be large; an effect the other way counts as inactive or inconclusive. Potency means the concentration at half of the fitted maximal effect. Compounds were not picked by outcome; 13% or so of the library scored in one or more.

Values run as follows: RORg inh | uPA surface inh | NPC1 promoter act | p53 reactivator | FLuc counter | BRCA1 expr act | Rab9 promoter act | VP16 counter | ELG1 genotox | MBNL1 CUG block
COC(=O)c1sccc1NC(=O)C1CC2CCC1C2 (stereo unspecified)
  -4.0% | 2.5% | -1.7% | 11.5% | -0.6% | -0.9% | -1.9% | -0.9% | 8.2% | -2.0%
CC(C)C[C@@H](COc1ccccc1)N1CCN(C)CCC1=O
  -8.1% | 4.3% | 0.6% | 6.1% | 2.2% | 8.8% | -9.0% | -4.3% | 2.4% | 1.2%
CCN(CC)c1ccc(NC(=O)c2ccccc2Br)cc1S(=O)(=O)Nc1ccccc1OC
  37.3% | 2.5% | -16.9% | 8.3% | ? | -39.7% | -4.3% | ? | -1.1% | -4.7%
COc1ccc(/C=C(\C#N)C(=O)OCC(=O)Nc2c(C)cccc2C(C)C)cc1
  21.6%[10 µM] | 5.6% | 1.4% | -11.6% | 11.0% | -1.6% | -9.5% | ? | 0.4% | nt
Cc1ccc(N2C(=O)c3n[nH]c(C)c3C2c2ccccn2)cc1 (stereo unspecified)
  -5.6% | 1.4% | 0.4% | -0.1% | ? | 0.6% | 6.1% | -0.5% | 8.3% | -12.5%
COc1ccc2c(c1)-c1c(ssc1=S)C(C)(C)N2S(=O)(=O)c1ccc(C)cc1
  8.91µM* | -5.4% | -13.7% | 23.1% | -1.3% | -92.0%[inhibitor] | -2.5% | -1.2% | 3.4% | 1.6%
CC1O[C@@H](OC2C(COC3OC(CO)C(O)[C@H](O)C3O)OC(OC3CC[C@]4(C)C(CC[C@@]5(C)[C@@H]4CC=C4[C@@H]6CC(C)(C)CC[C@]6(CO)C(O)C[C@]45C)C3(C)C)C(O)C2O)C(O)C(O)C1O (stereo partly specified)
  nt | -6.8% | nt | -4.0% | nt | -7.1% | nt | nt | 1.5% | nt
CCC(=O)N1CCc2cc(-c3csc(NC(=O)c4ccco4)n3)ccc21
  14.4% | 2.2% | 17.7% | 13.3% | ? | 0.0% | 22.1% | 6.2% | -14.9% | 52.5%[activator]
CCC(C)c1ccc(NS(=O)(=O)c2c(C)[nH]c(=O)[nH]c2=O)cc1 (stereo unspecified)
  -6.2% | 0.1% | -4.6% | -1.8% | 1.3% | -0.4% | -4.1% | 4.8% | -0.5% | -2.3%
CCc1sc(C(=O)Nc2cccnc2)cc1Br
  24.2% | 0.3% | ? | -12.2% | 10.7µM* | 7.7% | ? | 16.5% | ? | -3.0%
CC(=O)c1cccc(NC(=O)CN2CCN(S(=O)(=O)/C=C/c3ccccc3)CC2)c1
  nt | 2.6% | -1.7% | 2.9% | 2.0% | -18.2% | -8.6% | nt | 0.3% | nt
CCOC(=O)N1CCN(C(=O)COc2ccc3c(c2)C(=O)CC2(CCN(C(C)=O)CC2)O3)CC1
  -6.1% | nt | 0.0% | 3.5% | 1.3% | 10.3% | -2.1% | 0.6% | -0.8% | 4.3%
CCOC(=O)c1cnc2cc(-c3ccc(Br)cc3)nn2c1C
  -5.3% | 24.3% | ? | nt | ? | 17.6% | 2.82µM* | 7.0% | ? | 24.2%
O=[N+]([O-])c1cc([N+](=O)[O-])c(Oc2c(F)cccc2F)cc1NN1CCCCC1
  -11.5% | 15.8% | -0.9% | 10.7% | -1.2% | 0.0% | 0.2% | 0.8% | 2.7% | 4.1%
O=C(CCCN1C(=O)c2ccccc2C1=O)N1CCc2ccccc2C1
  -7.0% | 0.1% | -8.4% | ? | 3.4% | 1.9%[1.84 µM] | -0.8% | 2.3% | 2.7% | 9.8%
Oc1ccccc1-c1n[nH]c(=S)n1Cc1ccco1
  -35.7% | nt | -3.6% | 0.9% | -0.2% | 2.0% | -2.3% | 6.0% | -0.8% | 0.9%
O=C(c1noc2c1CCc1ccccc1-2)N1CCc2ccccc2C1
  11.8% | nt | 7.9% | 27.1% | ? | nt | 2.1% | 11.7% | ? | 3.4%
CN(C)C(/C=C/Nc1ccccc1F)=C(C#N)C#N
  13.9% | 7.0% | 8.4% | -3.0% | 2.8% | -7.0% | -3.1% | 5.3% | 0.2% | 1.5%
CCCn1c(=O)c2sccc2n2c(CCCC(=O)NCc3ccco3)nnc12
  -11.7% | 1.4% | -7.3% | -1.8% | -1.5% | 16.7% | -1.6% | 4.0% | -2.7% | -2.1%
COc1ccc(OC)c(S(=O)(=O)Nc2ccc(CC(=O)O)cc2)c1
  -41.8% | nt | -0.2% | 3.9% | 3.5% | 1.0% | -0.4% | 9.3% | -0.1% | 3.4%
CCCCN(C)CCNS(=O)(=O)c1ccc2c(c1)n(C)c(=O)c(=O)n2C
  8.8% | 0.8% | -1.1% | 1.8% | 0.8% | -8.8% | -4.0% | 2.4% | 1.8% | 4.7%
O=C(Nc1cccc(Cl)c1)NC1CC2CCC(C1)N2Cc1ccco1 (stereo unspecified)
  -0.1% | -2.5% | 0.2% | -5.5% | -1.9% | -1.1% | 11.3% | -19.9% | -0.5% | -6.7%
Cc1cc(C)nc(SCc2cn3cc(Cl)ccc3n2)n1
  24.2% | -5.1% | -0.8% | 10.8% | ? | 32.7% | 12.1% | 27.1% | 5.5% | 7.4%
COc1ccc(CCNC(=O)c2ccncc2)cc1OC
  2.9% | 1.5% | 0.3% | -0.1% | -1.2% | 21.9% | -5.0% | -5.8% | 0.0% | -6.9%
CC(C)c1ccccc1OCCNC(=O)c1cncc(Br)c1
  31.1% | 8.7% | -1.3% | -1.8% | -2.6% | -61.2% | 0.4% | -19.3% | -8.3% | -3.0%
COc1ccc(-c2nn(-c3ccccc3)cc2/C=N/NC(=O)c2cccc(S(=O)(=O)Nc3ccccc3OC)c2)cc1
  1.26µM* | 3.5% | 14.0% | 14.3% | -1.9% | -4.9% | 15.6% | 1.26µM* | 1.7% | nt
Cc1cc(-c2csc(NC(=O)c3cccc(S(=O)(=O)N(C)C)c3)n2)c(C)n1-c1ccccc1
  -8.3% | 2.6% | -7.2% | 9.7% | ? | 2.3% | -20.8% | -5.6% | -10.0% | 39.6%[activator]
Cc1noc(NC(=O)c2c(-c3c(Cl)cccc3Cl)noc2C)c1[N+](=O)[O-]
  ? | -3.1% | 1.1% | -2.1% | 3.7% | -65.9% | -7.4% | -5.2% | -16.9% | -2.8%
O=C(NCCNC(=O)c1ccccn1)c1ccc(Cl)cc1
  -0.8% | -2.3% | 5.9% | 1.9% | 0.7% | 19.2% | 5.8% | 3.5% | -2.6% | -4.6%
O=C(Nc1ccc(F)cc1F)c1ccccc1NC(=O)C1CC=CCC1C(=O)O (stereo unspecified)
  -2.5% | -0.8% | -3.5% | 23.7% | 1.6% | -12.8% | 2.3% | 1.6% | 9.7% | 1.5%
CN(CC(=O)NC1CCCc2ccccc21)S(=O)(=O)c1ccc2c(c1)c(=O)n(C)c(=O)n2C (stereo unspecified)
  9.2% | 0.3% | -0.3% | -1.1% | 0.9% | -10.7% | 0.5% | -5.9% | 0.3% | -6.9%
Cc1ccc2c(c1)=C(c1ccccc1)N(O)CC(=O)N=2
  -10.8% | 2.8% | -4.1% | 1.8% | -0.5% | -10.8% | 1.7%[1.84 µM] | 7.5% | 1.8% | 12.8%
Cc1cccn2c(=O)c(/C=C(\C#N)S(=O)(=O)c3ccccc3)c(Oc3ccc(Cl)cc3)nc12
  -8.4% | -7.4% | 2.6% | -3.8% | 17.3% | -26.8% | -0.5% | -2.1% | 0.2% | -8.2%
CC(=O)c1ccccc1OCCOCCOc1ccccc1C(C)=O
  ? | -6.2% | -0.2% | -0.8% | 5.1% | -18.3% | -1.0% | -8.7% | -7.7% | -3.4%
CCCCN(CC)CCCNC(=O)c1cn(C)c(=O)c2c1c1ccccc1n2C
  0.8% | -7.2% | -5.1% | -2.2% | -1.0%&-4.3% | -15.9% | -1.8%[1.84 µM] | 2.0% | 4.0% | 2.6%
O=C(CN1CCCCC1)Nc1ccccc1
  11.9% | 0.0% | -1.5% | -1.4% | 2.8% | 14.3% | -0.1% | 11.6% | 1.5% | 8.7%
COc1ccc(N2CCN(C(=O)C(CCSC)N=C3NS(=O)(=O)c4ccccc43)CC2)cc1 (stereo unspecified)
  13.2% | 2.3% | -1.3% | 3.5% | 5.2% | 0.0% | -1.5% | 3.9% | 11.9% | 0.6%
CCn1c(C)nc2cc(C(=O)N/N=C(\C)c3ccc(OC)cc3O)ccc21
  1µM* | 2.3% | -34.1%[inhibitor] | -3.1% | ? | -71.1% | -25.3% | 2.82µM* | -0.3% | 5.1%
O=C(CN1C(=O)NC2(CCCCCC2)C1=O)NCCc1ccccc1
  nt | 11.4% | 6.3% | 1.5% | nt | 28.6% | 10.8% | nt | 5.5% | nt
CC(C)N(C(=O)C[n+]1ccsc1N)c1ccccc1
  -11.9% | 0.3% | -0.4% | -4.0% | -0.4% | 4.8% | -1.9% | 5.3% | 1.8% | -3.3%

Screens (PubChem BioAssay)
